Nrf2 activator: activates Nrf2 signaling | AID 624171 | Potency, µM (highest dose often 46.1 µM), for the others: at the highest dose activation, hits mostly activators | AREc32 ARE-luciferase reporter (MCF7-derived line), luminescence, 24 h | hit rate 0.31% among 410,000; note: potency is the fitted concentration of half-maximal effect; % of control where 0% means no effect; nearly all actives have a fitted effect of over 65% in size
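AREc32 cells carrying an ARE-driven firefly luciferase reporter were seeded at 1000 cells/well in OPTI-MEM with 5% FBS, then exposed to compound for 24 hr at 37 deg C. Luminescence was read with Steady-Glo after 30 min at RT.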
CCT chaperon mod: changes cytosolic chaperonin activity; purified chaperonin ATPase assay, HTRF ADP detection, 30 min; activity change, % (no concentration beside the values), hits read low; hit rate 0.3% among 360,000; AID 651819; in the data active = activity change below about -30%; note: % is set by controls: 0 for no effect and ±100 for the full control effect
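First, chaperonin was dispensed at 40 nM or 20 nM final depending on batch activity. Next, compounds were pinned at 76 uM and ATP added at 10 uM. After 30 min at 37 °C, ADP detection reagents ran 30 min at ambient temperature.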
Nrf2 block: inhibitors of Nrf2 signaling; hit rate 2.1% among 360,000; Potency, µM (titrated, usually from 46 µM), for inactives: at the top dose activity change, negative = inhibition, most hits filed as inhibitors; A549 ARE-Fluc reporter, luciferase luminescence, 18-24 h; note: potency is the fitted concentration of half-maximal effect; % is set by controls: 0 for no effect and ±100 for the full control effect; nearly all actives have a fitted effect of over 60% in size
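In this cell-based qHTS, ARE-driven firefly luciferase in A549 cells reports Nrf2 activity; the luminescent signal after BugLite lysis is the measured value, with a prior CellTiter-Fluor read for cell health.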
Akt phos inh: Akt phosphorylation inhibition; hit rate 0.32% among 360,000; activity change, % for hits at 50 µM; Neuro2A IGF-stimulated pAkt S473 HTRF, 20 min; stronger effect = lower value; in the data active = activity change below about -80%; inconclusive = mostly about -51% to -80%; note: % is set by controls: 0 for no effect and ±100 for the full control effect
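Neuro2A cells (4,500/well, DMEM with 0.5% FBS) were treated with compound at a single 50 µM final concentration, stimulated with 6 nM IGF for 20 min at 37 °C, and lysed. Phospho-Akt Ser473 was read by HTRF as 665/615 ratio ×10^4.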
A549 tox: counter-screen for Nrf2 inhibitors: cytotoxicity in A549 cells. Potency, µM (series often up to 46 µM), without a hit: at the highest dose activity change, negative = cytotoxicity, most hits filed as inhibitors. A549 ARE-Fluc cells, CellTiter-Fluor viability, 18-24 h. hit rate 0.16% among 390,000; note: potency is the fitted concentration of half-maximal effect; % is set by controls: 0 for no effect and ±100 for the full control effect
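A549 ARE-Fluc cells in 5% FBS OPTI-MEM, 5000 cells/well, rested 2 h then exposed to compounds in concentration-response for 18-24 h at 37 °C. Viability by CellTiter-Fluor fluorescence (Ex 405/Em 525) after 30 min; luciferase luminescence (BugLite, 15 min, RT) read afterwards.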
HepG2 tox: HepG2 cytotoxicity, counter-screen for TGF-b inhibitors. AID 588856. Potency, µM (titrated, usually from 46.1 µM), for inactives: at the highest dose activity change, negative = cytotoxicity, hits mostly cytotoxic. hit rate 0.76% among 410,000. HepG2 CAGA-GFP viability, ATP luminescence, 18 h; note: potency is the fitted concentration of half-maximal effect; some results filed as inactive show a strong effect at the top dose
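HepG2 CAGA-GFP cells (1000/well, DMEM with 1% FBS) received compound, then TGF-beta at 500 pg/mL final, and were incubated 18 hours at 37 degrees C. Viability was read by CellTiter-Glo luminescence. Media-only wells were set as complete cell-killing and DMSO as no toxicity.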
Mm-Cpn inhibitor: inhibitors of Methanococcus maripaludis chaperonin (MmCpn); Potency, µM (top dose mostly 76.9 µM), for the others: at the top dose activity, negative = inhibition, hits mostly inhibitors; purified Mm-Cpn ATPase, ADP Transcreener TR-FRET; hit rate 0.031% among 330,000; note: potency is the fitted concentration of half-maximal effect; % is set by controls: 0 for no effect and ±100 for the full control effect; nearly all actives have a fitted effect of over 80% in size
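ATPase read-out: TR-FRET ADP immunoassay (anti-ADP Eu cryptate vs ADP-d2), ex 320 nm, em 590/665 nm; signal drops as ADP forms. Enzyme 25 nM, ATP 10 uM, 30 min at 37°C after 10 min compound preincubation.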
TGFb SMAD3 inh: blocks TGF-b signaling; HepG2 CAGA-GFP TGF-b/SMAD3 reporter, GFP fluorescence, 18 h; TGF-beta stimulated, 500 pg/mL final; Potency, µM (highest dose often 46.1 µM), for the others: at the top dose activity, negative = inhibition, hits mostly inhibitors; hit rate 1.2% among 410,000; note: potency is the fitted concentration of half-maximal effect; % is set by controls: 0 for no effect and ±100 for the full control effect; nearly all actives have a fitted effect of over 65% in size
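GFP signal (ex488/em500-530) from TGF-beta-stimulated HEPG2 CAGA-GFP cells, 500 pg/mL final, 18 h at 37 degrees C in DMEM plus 1% FBS, normalized to unstimulated and DMSO-stimulated controls.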
ATXN viability: reduces viability in counter-screen for ATXN expression inhibitors; S2 cells (HEK-293 line with an ATXN2-luciferase reporter) viability, CellTiter-Fluor protease fluorescence, 24 h; Potency, µM (series often up to 56.7 µM), most hits filed as cytotoxic; hit rate 0.49% among 400,000; AID 651635; note: potency is the fitted concentration of half-maximal effect; nearly all actives have a fitted effect of over 40% in size
Numbers without * were called inactive; i = inactive; ? = inconclusive; nt = no result given; & = joins results of further samples; [ ] = dose if it differs, or a comment. Unless noted, calls come from the whole dose curve; as a rule, active = well fitted curve in the direction sought with a large enough effect; inconclusive = small, poorly fitted or top-dose-only effect, or another doubt; inactive = no such curve, though single readings can be large; an effect the other way counts as inactive or inconclusive.

SMILES	Nrf2 activator	CCT chaperon mod	Nrf2 block	Akt phos inh	A549 tox	HepG2 tox	Mm-Cpn inhibitor	TGFb SMAD3 inh	ATXN viability
Nc1ccc(C(=O)c2cccs2)cc1[N+](=O)[O-]	20%	-2.3	?	i	17%	-11%	-10%	-15%	i
COc1cc(/C=C(\C#N)c2nc3ccccc3[nH]2)ccc1OC(=O)c1ccco1	13%	-3.1	26%	i	-7%	-31%	-1%	111%[activator]	i
CN1CCc2c(sc3nc(SCC(=O)N4CCCCC4)n(-c4ccccc4)c(=O)c23)C1	-0.4%	0.6	2%	i	-7%	2%	-4%	14%	i
O=C(NCc1cccs1)C(=O)c1cn(CC(=O)N2CCCC2)c2ccccc12	0.7%	-0.9	3%	i	1%	-8%	-7%	-2%	i
O=C(Nc1cc(Cl)ccc1N1CCOCC1)c1ccc(N2CCCC2=O)cc1	1.5%	-0.9	3%	i	-2%	-11%	3%	-3%	i
COc1cc(OC)c(NC(=O)CNC(=O)Cn2ccc3ccccc3c2=O)cc1Cl	-0.2%	0.1	-14%	i	-2%	-38%	1%	?	i
COc1ccc(C(=O)Oc2cccc(Nc3ncnc4ccccc34)c2)cc1OC	2.3%	-0.5	?	i	-2%	0%	-4%	-2%	i
COc1ccc2nc(C)c(C(=O)NN)cc2c1	-0.7%	-1.7	-9%	i	-5%	3%	1%	7%	i
CN1C(=O)NC(c2ccccc2)C2=C1CN(CCc1ccccc1)C2=O (stereo unspecified)	-0.7%	-4.3	0%	i	0%	-1%	4%	-6%	i
NC(=S)NN=C(c1ccccc1)c1ccccc1	0.1%	-1.8	2%	i	3%	-21%	1%	?	i
CCOC(=O)N1CCN(S(=O)(=O)c2ccc(C)c(C)c2C)CC1	-1.0%	1.2	nt	i	0%	-16%	0%	?	i
CCOC(=O)C1CCCN(C(=O)c2cccc(NC(=O)C(CC)CC)c2)C1 (stereo unspecified)	-0.3%	-1.0	-9%	i	?	-3%	0%	-10%	i
CCN(CC)C(=O)Cn1cc(C(=O)C(=O)NCC2COc3ccccc3O2)c2ccccc21 (stereo unspecified)	0.1%	-3.9	8%	i	-4%	10%	1%	16%	i
COc1cccc(Nc2nc(-c3cccc(N4C(=O)c5ccccc5C4=O)c3)cs2)c1	6.8%	-2.2	7%	i	-5%	-2%	-5%	-17%	i
CCN(C(C)=O)c1ccc(Oc2nc(OC)cc(OC)n2)cc1	-0.4%	-3.1	-19%	i	1%	6%	2%	-2%	i
CCC1(C)Cc2nc3[nH]c(=S)n(-c4ccccc4C)c(=O)c3cc2CO1 (stereo unspecified)	0.2%	-0.9	-5%	i	1%	-14%	-1%	-4%	i
COc1ccc2c(c1)oc(=O)c1c3ccccc3[nH]c21	3.6%	-0.7	1%	i	-15%	-20%	-6%	-16%	i
COc1ccc(CCNC(=O)CCCCn2c(=O)c3ccccc3n(Cc3ccc(F)cc3Cl)c2=O)cc1OC	0.2%	nt	-3%	nt	-1%	17%	nt	-1%	i
CN(CC(=O)Nc1ccccc1Br)C(=O)c1cccnc1Nc1cccc(C(F)(F)F)c1	0.0%	-1.4	?	i	-11%	-18%	0%	?	i
CCNc1nnc(-c2ccccc2OC)s1	6.5%	1.1	9%	i	-2%	-27%	-4%	1%	i
CCc1ccc(OCC(=O)N(Cc2ccc(Cl)cc2)C2CCS(=O)(=O)C2)cc1 (stereo unspecified)	4.8%	nt	-26%	nt	-2%	-83%	nt	-8%	i
CC(CCc1ccccc1)NC(=O)CN1CCN(c2ccccc2)CC1 (stereo unspecified)	0.1%	0.6	-12%	i	1%	-4%	1%	7%	i
NC(=S)n1[nH]c(-c2ccc([N+](=O)[O-])cc2)c(N=Nc2cccc(Cl)c2)c1=O	1.2%	0.6	18µM*	i	?	-43%	1%	?	?
Cc1ccc(N2CCN(S(=O)(=O)c3ccc4oc(=O)c5ncn(C)c5c4c3)CC2)c(C)c1	-0.6%	nt	?	nt	2%	-2%	nt	-2%	nt
O=C(NCc1ccco1)c1ccc(COc2ccccc2Cl)cc1	9.4%	1.2	?	i	-9%	-31%	1%	13%	i
Cc1cc(C)cc(OCC(=O)N(Cc2ccc(N(C)C)cc2)C2CCS(=O)(=O)C2)c1 (stereo unspecified)	-0.8%	-0.5	-24%	i	0%	-2%	0%	21%	i
Cc1[nH]c2ccc(C(=O)NCCCN3CCCC3)cc2c1C	-0.9%	-1.5	-7%	i	-3%	-60%	-1%	-23%	i
CCN1CCN(C(=O)c2ccccc2NC(=O)c2ccc(Cl)cc2)CC1	-0.4%	-0.6	16%	i	-8%	-32%	1%	?	?
O=C(/C=C/c1cccc(F)c1)NCCCn1ccnc1	-0.6%	-5.6	?	i	1%	-6%	0%	1%	i
O=C1NC(c2cccc(Br)c2)=N/C1=C\c1ccco1	8.9µM*	-4.5	?	i	-13%	-7%	-16%	-26%	i
O=C(CCC(=O)OCc1ccc([N+](=O)[O-])cc1)Nc1ccccc1Cl	0.1%	-0.6	-6%	i	-2%	-7%	1%	-12%	i
C=CCSc1nc2c(c(=O)[nH]c(=O)n2C)n1C/C=C(/C)Cl	-0.1%	-5.1	5%	i	2%	24%	-1%	0%	i
O=C1CC(c2ccccc2Oc2cccc(Cl)c2)C(n2cncn2)C(=O)C1C1NCCc2ccccc21 (stereo unspecified)	-0.3%	0.4	0%	i	-5%	-2%	-25%	-2%	i
CCOC(=O)c1ccc(NC(=O)c2cc3c(n(-c4ccc(C)cc4)c2=O)CC(C)(C)CC3=O)cc1	-0.3%	nt	5%	nt	10%	-22%	nt	?	i
CCN(CC)C(=O)C12CC3CC(CC(Cl)(C3)C1)C2	-0.1%	-1.9	-16%	i	1%	6%	1%	-6%	i
CC(C)NC(=O)COc1cccc2ccccc12	0.0%	-0.1	8%	i	-15%	2%	3%	11%	i
CCN(Cc1ccccc1)C(=O)c1sc2nc3n(c(=O)c2c1C)CCCC3	-0.1%	nt	23µM*	nt	-13%	-5%	nt	3%	nt
CCOc1ccccc1NC(=O)C(=O)c1cc(C)n(-c2ccc(F)cc2)c1C	3.0%	nt	?	nt	0%	-3%	nt	-14%	i
Cn1c(CCNC(=O)c2cccs2)n[nH]c1=S	-0.1%	-0.2	-5%	i	-6%	4%	1%	-5%	i
N/C(=N\OC(=O)Oc1ccccc1)c1ccc(Br)cc1	-0.8%	-1.0	12%	i	6%	-10%	1%	-6%	i

One compound at a time, as listed above. Values in the order: Nrf2 activator | CCT chaperon mod | Nrf2 block | Akt phos inh | A549 tox | HepG2 tox | Mm-Cpn inhibitor | TGFb SMAD3 inh | ATXN viability
`COc1ccc(CCNC(=O)CCCCn2c(=O)c3ccccc3n(Cc3ccc(F)cc3Cl)c2=O)cc1OC` is listed with 0.2% | nt | -3% | nt | -1% | 17% | nt | -1% | i
`Cc1cc(C)cc(OCC(=O)N(Cc2ccc(N(C)C)cc2)C2CCS(=O)(=O)C2)c1` (stereo unspecified) is listed with -0.8% | -0.5 | -24% | i | 0% | -2% | 0% | 21% | i

The list continues:
SMILES	Nrf2 activator	CCT chaperon mod	Nrf2 block	Akt phos inh	A549 tox	HepG2 tox	Mm-Cpn inhibitor	TGFb SMAD3 inh	ATXN viability
O=C1CC2(CCOCC2)Oc2ccc3ccccc3c21	0.6%	-2.7	-1%	i	-4%	-3%	nt	-12%	i
CCOC(=O)n1c(=O)oc2cc(S(=O)(=O)N3CCOCC3)ccc21	-0.8%	-3.8	13%	i	-1%	7%	-1%	-17%	i
CCn1c(CNC(=O)C2CCCCC2)cc2ccccc21	-0.5%	-52*	-10%	i	-1%	1%	-5%	-3%	i
CC(CNC(=O)c1cccs1)c1ccc([N+](=O)[O-])cc1 (stereo unspecified)	-0.2%	-2.8	-29%	i	11%	-33%	0%	-19%	i
CCOc1cc(C(=O)Oc2cc(C)[nH]c(=O)c2[N+](=O)[O-])cc(OCC)c1OCC	-0.4%	-0.1	4%	nt	-1%	-2%	1%	-6%	i
COCCNC(=O)c1cc2c(s1)-c1ccc(Cl)cc1SC2	3.8%	-1.4	?	i	0%	-16%	-7%	-28%	i
Cc1cc(C)nc(N/N=C/c2ccccc2OCC(=O)O)n1	-0.2%	1.9	2%	i	2%	-2%	3%	4%	i
CCOC(=O)C(Cc1ccccc1)NC(=O)CCc1c(C)nc2c(c(C)nn2-c2ccc(C)c(C)c2)c1C (stereo unspecified)	0.0%	nt	18%	nt	-13%	5%	nt	-2%	i
CCOc1ccc(CN(C)Cc2cc(=O)oc3c(C)c(C)ccc23)cc1OC	3.0%	-1.0	16µM*	i	-16%	-16%	nt	-32%	?
Cc1nc(SCC(=O)NC2CCCCC2C)nc(C)c1C (stereo unspecified)	0.2%	-1.1	6%	i	-16%	17%	1%	21%	?
CCNS(=O)(=O)c1ccc(CCC(=O)Nc2ccccc2)cc1	0.2%	-1.4	-1%	i	1%	17%	-1%	20%	i
Cc1cc(C)n2nc(C(=O)N3CCCC(N4CCN(c5ccccc5C)CC4)C3)cc2n1 (stereo unspecified)	2.1%	-0.7	-28%	i	1%	-4%	-4%	-27%	i
COC(=O)c1cc(NC(=O)CN(c2cccc(OC)c2)S(=O)(=O)c2ccccc2)ccc1Cl	2.2%	-1.2	23µM*	i	-10%	-26%	-6%	?	i
O=C(N/N=C/c1ccc([N+](=O)[O-])cc1)c1c[nH]c2ccccc12	0.1%	-1.8	?	i	-4%	-7%	-1%	-16%	?
COc1ccc(N=Cc2c(O)n(-c3ccc(OC)cc3)c(=O)c3ccccc23)cc1	0.4%	-0.7	-11%	i	0%	0%	-4%	-9%	i
CC(CC(=O)Nc1ccc(Br)cc1F)S(=O)(=O)c1ccc2c(c1)NC(=O)CO2 (stereo unspecified)	0.4%&3.6%	0.3	6%&-12%	i	-1%&1%	-11%&-5%	3%	-16%&-7%	i
Cc1cccc2c(C(=O)O)cc(-c3cccnc3)nc12	-0.7%	-3.4	0%	i	-1%	16%	-4%[15.4 µM]	11%	i
